HDAC3 inh: inhibitors of human histone deacetylase 3; O15379; AID 2718; inhibition, % at 8.3 µM; actives 0.15% (n = 320,000); recombinant HDAC3, fluorogenic peptide/trypsin coupled, fluorescence; in the data active means inhibition above about 26%, passing the limit was not always enough; inconclusive means no clear call, values can overlap the other calls
hERG rescue: compounds protecting human hERG from proarrhythmic drug block. Q12809. CHO-hERG, FluxOR thallium flux, dofetilide IC70 present. activation (rescue from dofetilide block), less the hit threshold, % at 10 µM. actives 0.51% (n = 310,000);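 active means activation above the mean of controls blocked by dofetilide plus 5 SD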;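 further: thallium influx through hERG after potassium depolarization seen as dye fluorescence rise; in these data hits start at about 4.7%; inactives centre near -7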
Target sequence (Q12809 whole entry, looked up): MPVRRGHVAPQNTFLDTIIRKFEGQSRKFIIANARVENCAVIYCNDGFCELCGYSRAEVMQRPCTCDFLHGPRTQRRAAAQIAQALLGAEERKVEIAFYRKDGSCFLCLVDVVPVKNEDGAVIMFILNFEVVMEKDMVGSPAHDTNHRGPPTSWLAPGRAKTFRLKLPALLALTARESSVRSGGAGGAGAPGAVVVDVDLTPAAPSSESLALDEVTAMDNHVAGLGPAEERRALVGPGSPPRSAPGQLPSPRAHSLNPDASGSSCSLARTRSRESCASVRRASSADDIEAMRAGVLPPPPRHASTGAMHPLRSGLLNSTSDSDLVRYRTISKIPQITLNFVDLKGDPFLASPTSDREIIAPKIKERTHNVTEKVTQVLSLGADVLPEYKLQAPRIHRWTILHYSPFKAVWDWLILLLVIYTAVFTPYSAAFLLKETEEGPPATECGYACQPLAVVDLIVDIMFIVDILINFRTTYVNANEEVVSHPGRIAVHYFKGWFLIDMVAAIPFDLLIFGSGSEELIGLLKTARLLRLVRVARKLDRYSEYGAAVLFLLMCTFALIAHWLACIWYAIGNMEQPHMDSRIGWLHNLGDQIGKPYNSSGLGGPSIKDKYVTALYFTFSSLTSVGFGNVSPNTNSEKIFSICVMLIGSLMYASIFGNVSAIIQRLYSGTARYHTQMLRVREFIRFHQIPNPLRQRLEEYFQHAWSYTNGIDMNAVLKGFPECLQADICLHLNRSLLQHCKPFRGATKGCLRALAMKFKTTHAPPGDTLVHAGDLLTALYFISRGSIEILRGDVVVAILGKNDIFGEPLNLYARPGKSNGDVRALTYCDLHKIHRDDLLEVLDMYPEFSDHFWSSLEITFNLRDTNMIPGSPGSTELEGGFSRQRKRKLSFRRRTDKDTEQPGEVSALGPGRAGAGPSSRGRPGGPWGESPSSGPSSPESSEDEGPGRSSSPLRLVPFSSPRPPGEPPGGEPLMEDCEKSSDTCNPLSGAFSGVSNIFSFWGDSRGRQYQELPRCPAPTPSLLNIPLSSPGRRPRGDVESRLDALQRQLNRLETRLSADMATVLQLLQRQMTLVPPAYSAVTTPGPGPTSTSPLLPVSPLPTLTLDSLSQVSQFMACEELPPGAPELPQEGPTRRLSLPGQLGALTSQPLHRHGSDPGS
KCNK9 block: inhibitors of human KCNK9 two-pore domain potassium channel. HEK293 KCNK9, FluxOR thallium flux fluorescence; active compounds read low. B-score at 10 µM. actives 1.2% (n = 310,000);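 active means ratio B-score over 3 SD below the library mean, with starting fluorescence within 5 SD of its mean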;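 further: negative B-score means less thallium flux so channel inhibition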
TMEM16A act: activators or potentiators of mouse TMEM16A chloride channel; Q8BHY3; HEK293 TMEM16A/YFP-H148Q/I152L, iodide quench fluorescence; active compounds read low; B-score at 10 µM; actives 0.3% (n = 340,000);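 active means fluorescence-ratio B-score plate-corrected deviation score at least 3 library SD below zero, with starting fluorescence score within 5 deviations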;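 further: channel opened by trigger with iodide after compound preincubation; score built on the fluorescence ratio of max minus min over baseline; more negative score means more quench and so TMEM16A activation or potentiation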
KCNK3 block: human KCNK3 channel inhibition, primary screen; CHO-KCNK3 thallium flux, FluxOR fluorescence; active compounds read low; actives 0.84% (n = 340,000); B-score at 10 µM;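 active means B-score under library mean minus 4 SD, starting fluorescence ratio at most library mean plus 5 SD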;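 further: more negative B-score means stronger inhibition of thallium flux through KCNK3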
TRPC4 act: TRPC4 (mouse) channel activation; Q9QUQ5; HEK293 TRPC4beta/mu-opioid, Fluo4 calcium fluorescence; active compounds read high; B-score at 10 µM; actives 0.49% (n = 310,000); AID 2237;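 active means B-score above 5 SD of library B-scores, and initial fluorescence ratio not above library mean plus 5 SD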;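 further: positive B-score marks a calcium rise read as TRPC4 activation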
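Assay system: HEK293 stable line with TRPC4beta plus mu-opioid receptor. Times: dye 45 min RT, read 110 s. Measured by: kinetic Fluo4 calcium fluorescence. Measure: B score of integrated ratio. Controls: assay buffer as low control, maximal DAMGO as high control.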
DYRK1A inh: blocks rat Dyrk1A kinase activity. AID 504441. inhibition, % at 12.5 µM. ADP-Glo luminescence, NFATc1 peptide. Q63470. actives 0.43% (n = 310,000); in the data active means inhibition above about 50%;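 further: plate controls were vehicle with enzyme for no effect and no enzyme for full effect; many of its hits are not listed in these tables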
KCNQ1 block: blocks the human KCNQ1 potassium channel. CHO-K1 KCNQ1, FluxOR thallium flux fluorescence; active compounds read high. actives 1.3% (n = 310,000). B-score at 10 µM;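 active means compounds whose thallium flux B-score, printed positive for inhibition, exceeds three library SD while starting fluorescence stays within three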;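 further: channel opened by potassium depolarization with thallium stimulus after 20 min compound exposure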
TMEM16A inh: blocks the mouse calcium-activated chloride channel TMEM16A | Q8BHY3 | HEK293 TMEM16A/YFP iodide influx fluorescence, ionomycin | normalized B-score (activity score, 25-100; higher = stronger inhibition) at 10 µM | actives 1.2% (n = 310,000) | AID 588511;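 active means ratio plate-corrected score three or more library SD toward inhibition, starting fluorescence score within five deviations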;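 further: score derived from kinetic fluorescence span divided by baseline fluorescence per well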
TRPC4 potent: allosterically enhances the mouse TRPC4 cation channel | Q9QUQ5 | HEK293 TRPC4beta/mu-opioid, DAMGO EC20, Fluo-4 Ca2+ flux; active compounds read high | B-score at 10 µM | actives 0.42% (n = 310,000) | AID 2227;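 active means B-score of calcium response area above 5 SD of library B-scores, with initial fluorescence ratio within 5 SD of library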;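 further: B-score of integrated fluorescence ratio over time as area under calcium response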
KCNQ1 act: potentiates or activates the human KCNQ1 potassium channel. P51787. CHO-K1 KCNQ1, thallium flux FluxOR fluorescence; active compounds read high. B-score at 10 µM. actives 0.35% (n = 310,000). AID 2648;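 active means fluorescence ratio B-score, a plate-corrected score, at least three library SD, with initial intensity B-score within 5 SD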
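Test system: CHO-K1 cells stably expressing KCNQ1 / Medium: assay buffer / Also added: depolarizing K+/Tl+ stimulus, K2SO4 and Tl2SO4 each 12.5 mM in 5x stock / Incubation: 90 min dye loading and 20 min compound exposure, both at room temperature / Signal: thallium influx via FluxOR fluorescence, kinetic imaging / Evaluation: B score of baseline-normalized fluorescence ratio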
An asterisk follows results filed as active; i = inactive; ? = inconclusive; . = not tested or not shown. These rows are one share of the data; the hit share may differ from the screen's.

Each structure is followed by: HDAC3 inh, hERG rescue, KCNK9 block, TMEM16A act, KCNK3 block, TRPC4 act, DYRK1A inh, KCNQ1 block, TMEM16A inh, TRPC4 potent, KCNQ1 act
> CCOC(=O)CSc1cc(CS(C)(=O)=O)nc(-c2ccccn2)n1
 : 1.2, -1.3, i, -6.65*, i, i, 4.8, i, i, i, i
> O=C(Cc1ccc(Br)cc1)Nc1ccccc1N1CCCC1
 : 10.0, -8.9, i, i, i, i, 2.3, i, i, i, i
> COc1cc(NC(=O)C/C(C)=N/NC(=O)c2ccccn2)c(OC)cc1Cl
 : -3.9, -2.0, i, i, i, i, -5.2, i, i, i, i
> O=C(NCCCN1CCOCC1)c1cc2nc(-c3ccco3)cc(C(F)(F)F)n2n1
 : -1.0, -3.8, i, i, i, i, 4.9, i, i, i, i
> Cc1ccccc1NC(=O)/C=C/c1cccc(C(F)(F)F)c1
 : -3.2, -5.2, i, i, i, i, -4.5, i, i, i, i
> c1cn2cc(-c3ccc4c(c3)OCO4)nc2s1
 : 8.5, -12.1, i, i, i, i, 9.2, i, i, i, i
> Cc1ccc(C(=O)NNC(=O)C2CCN(Cc3ccc(Cl)c(Cl)c3)CC2)cc1
 : 4.9, -9.3, i, i, i, i, 3.2, i, i, i, i
> O=C1NC(c2cn(-c3ccccc3)nc2-c2cccs2)C(C(=O)c2cccnc2)C(O)(C(F)(F)F)N1 (configuration not stated)
 : 2.3, -23.6, i, i, i, i, 7.1, i, i, i, i
> NC(=O)C1CCN(C(=O)CCCCCn2c(=O)[nH]c3ccsc3c2=O)CC1
 : 1.4, -5.8, i, i, i, i, -1.0, i, i, i, i
> CC1CN(C(=O)c2ccncc2)CC(C)O1 (configuration not stated)
 : -0.9, -6.0, i, ., ., i, ., i, i, i, i
> COc1ccc(CN2CCCC2C(=O)Nc2ccc(OC)c(OC)c2)cc1OC (configuration not stated)
 : -2.8, -1.1, i, i, i, i, ., i, i, i, i
> NS(=O)(=O)c1cccc(NC(=O)COC(=O)CCc2ccccc2)c1
 : -4.1, -11.5, i, i, i, i, 2.4, i, i, i, i
> COc1cc(C(C)=O)ccc1OCC(O)CN1CCN(c2ccc(F)cc2)CC1 (configuration not stated)
 : -3.9, -6.6, i, i, i, i, -5.3, i, i, i, i
> CCCCNC(=S)NNc1c(Cl)cc(Cl)cc1Cl
 : -3.6, -10.1, i, i, i, i, ., i, i, i, i
> Oc1ccc(-c2nccc(-c3ccc(Cl)cc3)n2)cc1
 : 3.8, -3.4, i, i, i, i, -2.5, i, i, i, i
> CCc1ccc(N2C(=O)CN(Cc3cc(OC)c(OC)c(OC)c3)C2=S)cc1
 : 2.2, -5.2, i, i, i, i, -2.0, i, i, i, i
> Cc1c(-c2cccs2)[n+](=O)c2c(n1[O-])CCCCC2
 : 18.2, -2.4, i, i, i, i, 4.4, i, i, i, i
> C=CCNC(=O)c1sccc1Oc1ccc(F)cc1[N+](=O)[O-]
 : 1.1, -5.6, i, i, i, i, -0.8, i, i, i, i
> O=C(c1cccc2nc3ccccc3nc12)N1CCOCC1
 : 4.5, -10.0, i, i, i, i, -0.5, i, i, i, i
> CCOc1ccccc1NC(=O)N1CCC(n2nnc3cc(C)ccc32)CC1
 : -0.5, -7.1, i, i, i, i, -2.2, i, i, i, i
> NC(=O)c1nsc(C(=O)N(Cc2cccnc2)C(C(=O)NC2CCCC2)c2ccc(F)cc2)c1N (configuration not stated)
 : -0.5, -5.4, i, i, i, i, 3.1, i, i, i, i
> Cn1c(=O)cc(OCCCC(=O)NCCCN2CCN(Cc3ccccc3)CC2)c2ccccc21
 : -2.7, -0.6, i, i, i, i, 2.3, i, i, 25*, i
> COc1ccc(-c2nc3cc(C)ccn3c2NC(=O)c2ccccc2OC)cc1
 : ., -3.9, i, i, i, i, -1.6, i, i, i, i
> [S-]c1nnc(-c2ccc(Br)cc2)n1-c1ccccc1.[Zn+2]
 : -2.2, -8.2, i, i, i, i, -0.2, i, i, i, i
> O=C(CN(Cc1ccc(F)cc1)S(=O)(=O)c1ccc(S(=O)(=O)N2CCOCC2)cc1)Nc1ccccc1
 : 9.5, -4.7, i, i, i, i, -1.2, i, i, i, i
> COc1cc(C(=O)NCCCN2CCCC2=O)cc(OC)c1OC
 : -0.3, -7.6, i, i, i, i, -2.1, i, i, i, i
> CN(C)CCCN1CC(=O)N2[C@@H](Cc3c([nH]c4ccccc34)C2(C)C)C1=O
 : -0.3, -5.0, i, i, i, i, -0.5, i, i, i, i
> CCc1ccc(-c2csc3nc[nH]c(=O)c23)cc1
 : -0.2, 0.0, i, i, i, i, ., i, i, i, i
> O=C(CN1CCCCCC1)Nc1ccc(Br)cc1[N+](=O)[O-]
 : 1.1, -1.5, i, i, i, i, 2.2, i, i, i, i
> COc1ccc(-c2cc(C(F)(F)F)nc(S(=O)(=O)CCC(=O)N3CCOCC3)n2)cc1
 : 4.8, -10.4, i, i, i, i, 1.8, i, i, i, i
> COc1ccc(C(=O)NNC(=S)NC(=O)c2cccc([N+](=O)[O-])c2)cc1
 : 5.6, -7.3, i, i, i, i, ., i, i, i, i
> CCN1C(=NCCc2c[nH]c3ccccc23)N[C@@H](c2ccccc2)[C@H](C(=O)OC)[C@H]1C
 : -7.7, -4.7, i, i, i, i, -0.5, i, i, i, i
> Cc1cccc(NC(=S)NC23CN4CN(CN(C4)C2)C3)c1
 : -8.4, -11.3, i, i, i, i, -1.3, i, i, i, i
> CCNC(=O)COC(=O)/C=C/c1cccc(F)c1
 : 5.0, -6.6, i, i, i, i, -3.7, i, i, i, i
> C/C(=N/NC(=O)CNS(=O)(=O)c1ccc(C)cc1)c1cccc([N+](=O)[O-])c1
 : 4.1, -12.3, i, i, i, i, 1.1, i, i, i, i
> CCOC(=O)c1sc2nc(SCC#N)n(CCCN3CCCC3=O)c(=O)c2c1C
 : ., -5.5, i, i, i, i, -4.3, i, i, i, i
> Cc1ccccc1-c1cc(C(=O)N2CCCC2)c2ccccc2n1
 : -8.9, -10.6, i, i, i, i, -7.0, i, i, i, i
> Cc1ccc2nc(-c3ccc4c(c3)OCCO4)cc(C(=O)O)c2c1
 : -14.2, -6.0, i, i, i, i, 10.5, i, i, i, i
> COc1ccc(Cl)cc1N(CC(=O)NC(C(C)C)C(C)C)S(C)(=O)=O
 : -1.3, -5.3, i, i, i, i, -5.4, i, i, i, i
> CCSc1n[nH]c(=O)[nH]c1=O
 : -8.9, -10.4, i, i, i, i, -4.0, i, i, i, i
> OCC[C@H]1C[C@H](O)[C@@H](O)[C@]2(OCCc3ccccc32)O1
 : -0.1, ., ., i, i, ., 5.1, ., i, ., .
> O=C(CSc1ccc([N+](=O)[O-])cn1)Nc1ccc(N2CCOCC2)c(Cl)c1
 : 4.7, -4.4, i, i, i, i, 7.5, i, i, i, i
> O=C(Cc1ccccc1)Nc1nc(=O)c2ccccc2s1
 : 11.8, -2.6, i, i, i, i, 0.0, i, i, i, i
> O=[N+]([O-])c1cc([N+](=O)[O-])c(Oc2cccnc2Br)cc1NN1CCCCC1
 : 14.0, -18.8, i, i, i, i, 14.7, i, i, i, i
> COc1ccc(NC(=O)NNC(=O)COc2cc(C)c(Cl)c(C)c2)c(OC)c1
 : -1.6, 0.3, i, i, i, i, -0.1, i, i, i, i
> Cc1noc(C)c1COc1ccc(C(=O)Nc2ncccc2O)cc1
 : ., -15.6, i, i, i, i, -10.4, i, i, i, i
> O=c1nc(Nc2ccc(OCc3ccccc3)cc2)sc2ncccc12
 : -9.0, -15.6, i, i, i, i, -1.1, i, i, i, i
> CCOC(=O)C1(Cc2cccc(OC)c2)CCN(Cc2cccnc2)CC1
 : -2.6, -4.3, i, i, i, i, -4.1, i, i, i, i
> CCOC(=O)C(CC)Sc1ccc2nnc(CCNS(=O)(=O)c3ccccc3)n2n1 (configuration not stated)
 : -1.0, -15.8, i, i, i, i, 2.0, i, i, i, i
> CCOC(=O)c1cc2ccc3ccccc3c2s1
 : 3.1, -2.5, i, i, -9.75*, i, 0.3, i, i, i, i
> O=C1C(=O)N(Cc2ccccc2)C(c2cccc(O)c2)/C1=C(\O)c1ccc2c(c1)OCCO2 (configuration not stated)
 : 4.1, -5.1, i, i, i, i, -6.6, i, i, i, i
> COc1ccc(S(=O)(=O)Nc2ccc(N(C)C(C)=O)cc2)cc1
 : 0.2, -7.7, i, i, i, i, -4.3, i, i, i, i
> Cc1ccc(C(=O)c2c[nH]c3c(F)cc(F)cc3c2=O)cc1
 : ?, -6.8, i, i, i, i, 1.7, i, i, i, i
> Cc1ccc(S(=O)(=O)N(C)C)cc1NC(=O)c1ccc2ccccc2n1
 : 0.5, -8.3, i, i, i, i, 2.1, i, i, i, i
> COc1ccc(Oc2ccc(N/C=C/C(=O)C(C)(C)C)cc2)cc1
 : 7.7, -8.0, i, i, i, i, -3.1, i, i, i, i
> C#CCNC(=O)C1=C[C@H](c2ccc(C(F)(F)F)cc2)C[C@H](OCc2ccc(CO)cc2)O1
 : 12.9, -8.6, i, i, i, i, 4.5, i, i, i, i
> Cc1ccc(CN2CCC(n3nccc3NC(=O)C3CCOC3)CC2)cc1C (configuration not stated)
 : 10.8, -10.3, i, i, i, i, -10.1, i, i, i, i
> COc1cc(C(=O)Oc2ccc3ccc(O)cc3c2)cc(OC)c1OC
 : 11.3, -3.8, i, i, i, i, 19.9, i, i, i, i
> COc1ccc(-c2cc(C(=O)N3CCN(c4ccccc4O)CC3)c3ccccc3n2)cc1OC
 : -0.2, -26.7, i, i, i, i, 2.9, i, i, i, i
> CCN1CCc2c(OCc3ccc(C(=O)OC)o3)cccc2C1=O
 : 7.3, -4.7, i, i, i, i, ., i, i, i, i
> CC/C(=C/c1ccccc1)c1cccc2[nH]c3c(OC)cccc3c12
 : -7.1, -4.8, i, i, i, i, -6.1, i, i, i, i
> COc1ccc(NS(=O)(=O)c2ccc(N3CCCC3)c(N)c2)cc1
 : -1.2, -12.3, i, i, i, i, 1.5, i, i, i, i
> CC(=O)Nc1ccc(NC(=O)CSc2nc3ccccc3nc2N2CCC(C)CC2)cc1
 : -4.9, -9.9, i, i, i, i, -5.8, i, i, i, i

Bioassay records as filed in PubChem.
